Source: PubChem BioAssay (several laboratories)
WT yeast gro inh = growth inhibition of WT yeast, mitochondrial fusion screen. hit rate 2.1% among 190,000. mitochondrial fusion phenotypic screen, WT strain. inhibition, % at 10 µM; in the data active = inhibition above about 58%; tested in S. cerevisiae
b-catenin transl = alters nuclear translocation of beta-catenin in HeLa cells. immunofluorescence imaging. nuclear translocation activity, % at 5 µM. hit rate 0.3% among 190,000. AID 1665;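 active = nuclear translocation activity above 50% at 5 µM, with a well cell count of 50 or more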;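 also: per-cell ratio of nuclear to cytoplasmic median beta-catenin stain intensity; plate controls were DMSO negative control for no effect and GSK-3 inhibitor IX positive control for full effect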
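Technique: fluorescence imaging of beta-catenin antibody stain plus DAPI / Material: human HeLa cell line / Incubation: compound treatment 24 h, 37°C, 5% CO2 / Read-out basis: % activation of per-cell nuclear versus cytoplasmic median beta-catenin signal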
XIAP antagonists = small molecules displacing peptide from XIAP – biochemical, IAP family, fluorescence polarization (AID 1018). hit rate 0.007% among 200,000. XIAP BIR domain, fluorescence polarization peptide displacement; higher % means a stronger effect. one-dose displacement, % at 20 µM; IC50 in µM for titrated hits; in the data active = displacement above about 50%; also: a part of the inactive calls stands beside numbers as strong as those of hits
Ins promoter up = MIN6 insulin promoter up-regulation. MIN6 insulin promoter-GFP reporter, high-content imaging; active compounds read high. z-score at 5 µM. hit rate 0.3% among 190,000. AID 1625;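 active = z-score above 3 at 5 µM with at least 500 cells counted in the well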
Dynein transport = dynein cargo transport inhibition. 3617.4 mouse cells, GR-EGFP nuclear translocation imaging; test concentration mostly 20 µM; stimulated with dexamethasone, 1 µM; active compounds read low. z-score, hits read low. hit rate 0.47% among 220,000;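 active = plate z-score of nuclear minus cytoplasmic receptor signal below a set negative limit, without overly bright fluorescence or cell loss, cut at about -3.5 in these data, passing the limit was not always enough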;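 also: z-score of nuclear minus cytoplasmic ring GR-EGFP intensity difference per well; some compounds called inactive have numbers as strong as hits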
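Buffer or medium: tet-free, stripped-serum medium; Also added: dexamethasone, 1.0 µM final; Technique: high-content fluorescence imaging after fixation; Times: 48 h induction, 1 h compound, 30 min dex at 37 °C; Read-out: per-cell GR-EGFP intensity, nucleus versus surrounding cytoplasmic ring, well-averaged.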
Hep lipid drop = hepatic lipid droplet formation modulation | inhibition, % at 6.5 µM | AML12 mouse hepatocytes, oleate lipid droplets, BODIPY imaging | AID 1656 | hit rate 0.4% among 240,000;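 active = lipid droplet intensity inhibited by at least 50%, with more than 500 cells counted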
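Material – AML12 mouse liver cells · Also added – oleate loading, 100 µM · Compound dosing – 6.5 µM single-point dosing · Times – overnight treatment with compound plus oleate · Measured by – fluorescence imaging, 20x objective, two fields per well · Read-out – percent inhibition of filter-corrected integrated lipid droplet intensity per well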
Autophagy HCS = modulators of autophagy. MEF GFP-LC3 puncta imaging; test concentration mostly 10 µM. calls only at 10 µM (by protocol). hit rate 0.98% among 190,000;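 active = percentage of spot-positive cells more than 3 SD above its plate mean, without a fluorescence outlier flag or 80% toxicity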;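 also: spot-positive cell cutoff set from DMSO-treated cells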
CSM14.1 death rescue = protection against thapsigargin-triggered cell killing – 384-well, CSM14.1, ATP luminescence, primary screen (AID 1222); CSM14.1 thapsigargin-induced death rescue, ATP luminescence; higher % means a stronger effect; 190,000 tested, under 10 active; cellular ATP content (survival), % at 20 µM, or EC50 in µM where a hit was titrated;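 active = EC50 below 50 µM in the dose-response confirmation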;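 also: death triggered by thapsigargin at about 15 µM added after 2 h compound pretreatment; cell ATP read after overnight thapsigargin exposure of roughly 18 to 22 hours; normalized against plate controls of thapsigargin alone and 5% DMSO vehicle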
MT stabilize HCS = microtubule stabilization, imaging screen; AID 2205; % tubulin-high responders, % at 10 µM; HeLa tubulin immunostaining HCS, 24 h; share of cells brighter than vehicle mean+2SD; hit rate 0.83% among 200,000;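 active = plate Z-score above 3 for both tubulin-high and condensed-nucleus cell shares, with cell loss under 80%, at 10 µM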;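 also: anti alpha tubulin signal scored within the nucleus-defined area of each cell; some results filed as inactive read as strong as hits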
WT yeast gro inh mutant strain = recorded beside WT yeast gro inh, whose call it bears; inhibition, %; mitochondrial fusion phenotypic screen, mutant strain inhibition
Dynein transport cytoplasmic EGFP = further read-out of Dynein transport, marked with its call; z-score; measured here: cytoplasmic GR-EGFP intensity; active compounds read high
Dynein transport nuclear GR-EGFP = second read-out of Dynein transport, no call of its own (marks repeat the call); z-score; measured here: nuclear GR-EGFP intensity;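 lower value marks the stronger effect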
Dynein transport cell count = also measured in Dynein transport; calls as there; z-score; measured here: cell count per field
Ins promoter up cell count = second read-out of Ins promoter up, no call of its own (marks repeat the call); cell count; measured here: cytotoxicity, nuclei count;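 total cells summed across four imaged fields per well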
Hep lipid drop cells 6.5 µM = recorded beside Hep lipid drop, whose call it bears; cell count; measured here: cell count, cytotoxicity flag;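 cells counted across two imaged fields per well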
b-catenin transl cell count 5 µM = recorded beside b-catenin transl, whose call it bears; cell count; measured here: cell count, cytotoxicity flag
MT stabilize HCS Hoechst-high % = also measured in MT stabilize HCS; calls as there; % Hoechst-high responders; measured here: nuclear condensation Hoechst responders;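 share of cells brighter than vehicle mean plus two SD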
MT stabilize HCS cytotoxicity % = recorded beside MT stabilize HCS, whose call it bears; toxicity, %; measured here: cytotoxicity by cell density;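 0% = mean cell density of plate MIN control wells and 100% = no cells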
Autophagy HCS cell loss 18 h = further read-out of Autophagy HCS, marked with its call; toxicity, %; measured here: cell loss, nuclei count;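 cell loss after 18 h compound exposure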
Numbers without * were called inactive; i = inactive; nt = no result given.

SMILES	WT yeast gro inh	WT yeast gro inh mutant strain	b-catenin transl	b-catenin transl cell count 5 µM	XIAP antagonists	Ins promoter up	Ins promoter up cell count	Dynein transport	Dynein transport cytoplasmic EGFP	Dynein transport nuclear GR-EGFP	Dynein transport cell count	Hep lipid drop	Hep lipid drop cells 6.5 µM	Autophagy HCS	Autophagy HCS cell loss 18 h	CSM14.1 death rescue	MT stabilize HCS	MT stabilize HCS Hoechst-high %	MT stabilize HCS cytotoxicity %
Cc1c(Cl)c([N+](=O)[O-])nn1CCCC(=O)NCCc1ccccc1	-11	-16	0.7	1059	-1.6%	-0.29	1308	1.1	-0.07	0.64	-0.51	-5	684	i	-3	-1.1%	3.4	1.4	5.2
O=C(NCc1ccccc1)C(C(=O)c1ccc(F)cc1)n1ccccc1=O (stereo not drawn)	8	23	-0.2	1402	-5.5%	-0.53	1557	-1.1	-0.26	-1.2	1.3	nt	nt	i	5	-0.7%	2.2	2.2	10.0
Cc1nn(C)c(C)c1/C=N/NC(=O)CCn1cc([N+](=O)[O-])cn1	11	8	5.8	493	-3.4%	0.35	1170	1	-0.16	0.66	-1.3	11	634	i	3	1.4%	3.2	2.0	0.9
CCOCCCNS(=O)(=O)Cc1ccccc1	10	21	-1.6	1123	-2.3%	0.3	1769	0.34	-0.17	0.21	0.19	-31	669	i	1	-0.1%	3.8	3.2	4.8
C=CCn1c(SCCN2CCCCC2)nc2c1c(=O)[nH]c(=O)n2C	0	-4	nt	nt	-5.8%	0.72	971	-0.076	-0.2	0.18	-0.06	nt	nt	i	13	0.2%	4.4	2.3	3.7
Cc1c(Cc2c(Cl)cccc2Cl)c(=O)ccn1C(C)c1ccccc1 (stereo not drawn)	-4	-10	-0.1	1405	-17%	0.02	1629	2	-0.065	1.1	-1.6	nt	nt	i	9	1.7%	2.6	1.4	8.1
Cc1ccccc1N1CCN(C2=NC(=O)/C(=C\c3cccs3)S2)CC1	64*	27*	-0.1	442	-2.8%	0.64	1194	-0.89	-0.27	-0.82	1.1	-1	650	i	4	-5.0%	9.4*	40*	30*
O=C(Cn1c2[n+](c3ccc(C(F)(F)F)cc31)CCCCC2)c1cccc([N+](=O)[O-])c1	9	15	-2.1	1067	-4.4%	0.05	1154	-0.16	-0.2	-0.13	-0.58	14	675	i	16	-1.2%	1.3	2.5	6.0
N#Cc1nc(-c2cccs2)oc1NCc1ccco1	39	46	-1.4	1124	-6.9%	-0.02	2021	-1.2	-0.29	-0.42	0.65	-14	549	i	0	-2.5%	1.0	1.9	5.2
COc1ccc(OCC(=O)Nc2ccc(NC(=O)c3cccs3)c(OC)c2)cc1	-6	-24	-0.4	1024	-3.0%	0.07	1288	-0.45	-0.26	-0.28	0.98	3	647	i	-2	1.8%	3.6	1.7	7.8
O=C(NC1CCCC1)C1CCCN1S(=O)(=O)c1cccc2cccnc12 (stereo not drawn)	-2	13	nt	nt	-4.5%	-0.49	902	0.2	-0.32	0.24	0.61	nt	nt	i	1	1.8%	2.6	3.4	9.7
COc1ccc(CC(=O)NNc2ncnc3c2cnn3C)cc1OC	-11	-10	1.0	595	-4.5%	-0.05	1294	-0.036	-0.24	-0.0079	0.87	11	627	i	2	-1.7%	3.3	1.9	2.5
CCC(=Nc1ccccc1O)C1=C(O)CC(c2ccccc2)CC1=O (stereo not drawn)	nt	nt	1.9	1236	nt	0.1	1093	-0.72	-0.22	-0.4	1.6	-5	708	nt	nt	nt	nt	nt	nt
COc1ccc(OC)c(NC(=O)Cn2c(C)nc3ccccc3c2=O)c1	-12	-13	-0.5	953	-6.6%	0.67	1551	1.6	-0.22	1.1	-1	-1	704	i	3	-1.1%	2.5	1.1	6.4
CC(Oc1ccc(-c2ccccc2)cc1)C(=O)N1CCOCC1 (stereo not drawn)	11	-23	1.7	1173	1.2%	-0.99	1244	-0.0094	-0.21	0.65	-0.78	7	756	i	3	-1.0%	2.4	2.1	7.1
C#CCOC(=O)c1ccccc1C(=O)O	-13	-8	4.9	529	-3.5%	nt	nt	0.75	-0.19	1.1	-1.6	2	752	i	1	-4.4%	3.6	2.2	5.1
CCn1cc(CNC(=O)c2c(-c3c(Cl)cccc3Cl)noc2C)c(C)n1	11	4	nt	nt	-4.2%	0.42	1389	0.081	-0.062	0.17	-0.33	22	691	i	13	-3.5%	2.4	2.5	8.4
Cc1ccc(C(=O)O)cc1NC(=O)CSc1ncnc2sc3c(c12)CCC3	nt	nt	-1.4	1103	nt	-0.17	1438	0.4	-0.23	0.07	-0.068	-7	664	nt	nt	nt	nt	nt	nt
O=C(N/N=C/c1cccs1)c1cc(-c2ccc3ccccc3c2)n[nH]1	32	-5	-0.4	999	-19%	0.37	1716	-0.27	-0.059	-0.26	-0.011	20	666	i	-26	-3.0%	7.3	2.2	3.2
CCCSc1nc(O)c(C(c2ccc(OC)c(O)c2)c2c(O)nc(SCCC)n(C)c2=O)c(=O)n1C	-21	-19	nt	nt	-12%	0.17	1304	0.14	0.31	0.23	-0.96	16	647	i	1	-0.4%	2.4	3.3	5.4
CC1CN(c2oc(COc3ccc(Cl)cc3Cl)nc2C#N)CC(C)O1 (stereo not drawn)	23	-2	-2.7	1234	2.1%	-3.3	836	-0.19	-0.24	0.073	-0.45	-28	779	i	8	0.3%	2.4	2.0	6.7
COC(=O)CC1C(=O)NCCN1C(=O)CSc1nnnn1-c1ccc(Cl)cc1 (stereo not drawn)	-14	-7	-2.3	1112	-17%	1.6	1201	1	-0.3	0.15	0.47	-2	795	i	-5	-1.6%	2.5	1.6	8.5
CCOC(=O)NC(=O)c1cn(Nc2ncc(C(F)(F)F)cc2Cl)c(=O)[nH]c1=O	nt	nt	-0.9	1108	nt	0.08	1376	-0.8	-0.27	-0.44	1.3	-15	715	nt	nt	nt	nt	nt	nt
N=C(SC1CC(=O)N(c2ccc(F)cc2)C1=O)N1N=C(c2ccccc2)CC1c1ccccc1 (stereo not drawn)	3	4	-1.6	992	-7.2%	-0.27	1245	-1.5	-0.34	-0.25	1	-11	697	i	14	-1.0%	9.5	3.9	8.0
CCOc1ccc(-n2c(SCc3nc(-c4ccc(C)cc4)no3)nnc2-c2ccncc2)cc1	31	27	nt	nt	-0.8%	0.58	861	0.14	-0.17	-0.0084	0.12	-15	751	i	-2	0.0%	2.3	1.3	3.7
Next entries follow.
SMILES	WT yeast gro inh	WT yeast gro inh mutant strain	b-catenin transl	b-catenin transl cell count 5 µM	XIAP antagonists	Ins promoter up	Ins promoter up cell count	Dynein transport	Dynein transport cytoplasmic EGFP	Dynein transport nuclear GR-EGFP	Dynein transport cell count	Hep lipid drop	Hep lipid drop cells 6.5 µM	Autophagy HCS	Autophagy HCS cell loss 18 h	CSM14.1 death rescue	MT stabilize HCS	MT stabilize HCS Hoechst-high %	MT stabilize HCS cytotoxicity %
Cc1cc(NC(=O)C2CCCN(S(=O)(=O)c3c(C)noc3C)C2)n[nH]1 (stereo not drawn)	-10	-5	nt	nt	46%	-0.33	1029	0.36	0.015	0.35	-1.1	nt	nt	i	11	-0.6%	2.5	2.9	4.0
Cc1cc2c3c(c1)C1(C(=O)N3C(C)(C)CC2C)C(C#N)=C(N)Oc2n[nH]c(C)c21 (stereo not drawn)	2	12	nt	nt	-3.2%	-1	1379	0.42	-0.26	0.23	0.38	0	697	i	1	-1.7%	17*	15*	17*
O=C1C(=O)N(CCCn2ccnc2)C(c2cccnc2)/C1=C(/O)c1ccc(F)cc1 (stereo not drawn)	nt	nt	-1.8	950	-3.8%	0.64	1218	nt	nt	nt	nt	nt	nt	nt	nt	0.7%	nt	nt	nt
CC(=O)Nc1cc2c(cc1C(=O)C(C)C)OCCO2	-4	-11	-2.1	1250	-1.1%	-0.02	1331	0.95	-0.12	0.49	0.33	7	736	i	10	-0.8%	3.2	2.5	9.2
Cc1cc2nc(CCN(Cc3cccnc3)C(=S)Nc3ccc(F)cc3)[nH]c2cc1C	-8	-28	-0.5	1397	1.9%	-0.14	1578	1.2	-0.0084	1.4	-0.15	nt	nt	i	24	-0.9%	3.4	2.4	7.8
CC(C)(C)OC(=O)NCCC(=O)N/N=C/c1cccc2nccnc12	nt	nt	-3.3	1112	nt	0.08	1303	-0.46	-0.31	-0.31	0.93	-9	707	nt	nt	nt	nt	nt	nt
NC(=O)c1ccsc1NC(=O)CSc1ccccc1F	3	4	-1.5	1214	12%	-0.29	1292	0.49	-0.18	0.2	0.13	-6	750	i	-16	1.7%	1.4	3.1	7.0

Of the compounds above, two contain a COOH group.
SMILES	WT yeast gro inh	WT yeast gro inh mutant strain	b-catenin transl	b-catenin transl cell count 5 µM	XIAP antagonists	Ins promoter up	Ins promoter up cell count	Dynein transport	Dynein transport cytoplasmic EGFP	Dynein transport nuclear GR-EGFP	Dynein transport cell count	Hep lipid drop	Hep lipid drop cells 6.5 µM	Autophagy HCS	Autophagy HCS cell loss 18 h	CSM14.1 death rescue	MT stabilize HCS	MT stabilize HCS Hoechst-high %	MT stabilize HCS cytotoxicity %
C#CCOC(=O)c1ccccc1C(=O)O	-13	-8	4.9	529	-3.5%	nt	nt	0.75	-0.19	1.1	-1.6	2	752	i	1	-4.4%	3.6	2.2	5.1
Cc1ccc(C(=O)O)cc1NC(=O)CSc1ncnc2sc3c(c12)CCC3	nt	nt	-1.4	1103	nt	-0.17	1438	0.4	-0.23	0.07	-0.068	-7	664	nt	nt	nt	nt	nt	nt
